# Source: PubChem BioAssay (Sanford-Burnham Center for Chemical Genomics)
# Gli-Sufu block: Gli-Sufu pathway antagonists, primary screen, luciferase luminescence, Sufu-KO-LIGHT cells, uHTS | 0.74% of 340,000 active | Sufu-KO-LIGHT fibroblasts, Gli luciferase reporter luminescence | AID 588413, 2011 | inhibition, % at 5 µM;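 active = inhibition above about 55%, limit read from the data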;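 note: 0% = DMSO-treated cells and 100% = wells with medium but no cells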
# APJ agonist: agonists of human apelin receptor APJ, primary screen, CHO-K1 cells, PathHunter beta-arrestin, luminescence; P35414; 0% DMSO wells, 100% apelin; activation, % at 20 µM; 0.11% of 330,000 active; AID 2520, 2010;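 active = activation more than six SD over the plate average, tested at 20 µM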;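 note: 0% = DMSO alone and 100% = apelin-13 at 10 nM; some results filed as inactive read as strong as hits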
# Target sequence (P35414 whole entry, looked up): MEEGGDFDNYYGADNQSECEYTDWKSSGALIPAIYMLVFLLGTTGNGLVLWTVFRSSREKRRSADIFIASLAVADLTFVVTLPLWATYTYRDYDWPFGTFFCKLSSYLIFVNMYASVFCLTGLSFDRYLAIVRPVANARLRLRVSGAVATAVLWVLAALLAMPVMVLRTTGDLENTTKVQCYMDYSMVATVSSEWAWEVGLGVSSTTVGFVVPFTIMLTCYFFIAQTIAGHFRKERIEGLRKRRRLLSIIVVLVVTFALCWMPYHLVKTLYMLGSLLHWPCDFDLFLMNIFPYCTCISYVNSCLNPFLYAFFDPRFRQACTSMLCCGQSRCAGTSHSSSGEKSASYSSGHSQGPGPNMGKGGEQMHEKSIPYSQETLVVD
#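 Assay system: CHO-K1 cells stably expressing ProLink-tagged human APJ and arrestin–beta-gal acceptor. Compound dosing: 20 µM single point, 1% DMSO. Times: 16-18 h seeding, 90 min dark compound exposure, 60 min detection. Detection: beta-gal luminescence. Evaluation: APJ–arrestin association signal. Controls: negative DMSO alone, positive Apelin-13 at 10 nM.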
# ATG4B inh: ATG4B protease inhibitors, primary screen, biochemical, fluorescence, uHTS. AID 504462, 2011. inhibition, % at 8.33 µM. ATG4B cleavage of LC3-PLA2, NBD-HPC fluorescence, 1 h. Cysteine protease ATG4B (Homo sapiens), Q9Y4P1. 0.51% of 340,000 active; in the data active = inhibition above about 40%
# Target sequence (Q9Y4P1 whole entry, looked up): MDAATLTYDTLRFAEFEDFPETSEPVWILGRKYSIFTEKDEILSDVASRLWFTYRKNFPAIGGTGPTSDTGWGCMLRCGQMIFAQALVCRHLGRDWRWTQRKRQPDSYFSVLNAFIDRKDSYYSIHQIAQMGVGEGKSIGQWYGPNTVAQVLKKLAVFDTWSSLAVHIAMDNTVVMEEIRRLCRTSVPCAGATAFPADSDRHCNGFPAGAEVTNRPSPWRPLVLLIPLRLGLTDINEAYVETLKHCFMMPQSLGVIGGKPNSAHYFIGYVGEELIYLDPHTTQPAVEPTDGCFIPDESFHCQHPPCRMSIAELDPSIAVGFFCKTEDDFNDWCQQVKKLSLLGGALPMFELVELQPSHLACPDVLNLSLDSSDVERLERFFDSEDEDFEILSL
# EBI2 antag: EBI2 receptor antagonists, beta-arrestin recruitment, primary screen, cell-based, luminescence, 7a,25-OHC stimulation, uHTS; AID 651636, 2012; 0.81% of 360,000 active; 7a,25-OHC stimulated; G-protein coupled receptor 183 (Homo sapiens), P32249; inhibition, % at 5 µM; in the data active = inhibition above about 38%;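 note: enzyme fragment complementation signal reports receptor beta-arrestin coupling in cells; 0% = agonist plus DMSO wells and 100% = wells without agonist; some results beyond the cut were filed as inactive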
# CXCR6 block: CXCR6 receptor inhibitors, primary screen, cell-based, beta-arrestin, luminescence, CHO-K1 PathHunter, 1536-well. inhibition, % at 20 µM. 0.36% of 360,000 active; in the data active = inhibition above about 34%, passing the limit was not always enough;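 note: antagonist mode with CXCL16 agonist at 10 nM final; 0% = 10 nM CXCL16 with DMSO and 100% = unstimulated wells without agonist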
# APJ antagonist: antagonists of human apelin receptor APJ, primary screen, CHO-K1 cells, beta-arrestin complementation, luminescence; P35414; inhibition, % at 20 µM; 0.32% of 330,000 active;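 active = inhibition above about 40% at 20 µM, limit read from the data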;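 note: cells challenged with 10 nM apelin-13 agonist together with compound; plate controls were apelin-13 plus DMSO wells for no effect and DMSO wells lacking apelin-13 for full effect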
# UBC13 inh: UBC13 polyubiquitin chain formation inhibitors, primary screen, biochemical, TR-FRET, uHTS | Ubiquitin-conjugating enzyme E2 N (Homo sapiens), P61088 | AID 485273, 2010 | 0.47% of 330,000 active | inhibition, % at 20 µM; in the data active = inhibition above about 45%, passing the limit was not always enough
# Target sequence (P61088 whole entry, looked up): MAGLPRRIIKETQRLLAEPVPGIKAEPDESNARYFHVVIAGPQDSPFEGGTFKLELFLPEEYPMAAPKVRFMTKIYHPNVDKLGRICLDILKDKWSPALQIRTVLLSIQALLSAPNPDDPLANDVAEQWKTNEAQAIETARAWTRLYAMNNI
# CCR6 antagonist: CCR6 receptor antagonists, primary screen, cell-based, CHO-K1, luminescence, beta-arrestin, uHTS; AID 493098, 2011; 0.49% of 340,000 active; inhibition, % at 20 µM; C-C chemokine receptor type 6 (Homo sapiens), P51684; CHO-K1 CCR6 PathHunter beta-arrestin, CCL20-stimulated;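 active = compounds whose inhibition of the agonist-driven luminescence signal at 20 µM reaches about 50%, limit read from the data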;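 note: cells stimulated with CCL20 at 14 nM final; plate controls were DMSO with CCL20 for no effect and DMSO without agonist for full effect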
# * hit, by the source's call; · = no result given.
SMILES,Gli-Sufu block,APJ agonist,ATG4B inh,EBI2 antag,CXCR6 block,APJ antagonist,UBC13 inh,CCR6 antagonist
COc1ccc(CCN2CC(C(=O)OCC(=O)NC(C)c3cccc(Cl)c3)CC2=O)cc1OC (stereo unspecified),7,-4,-18,2,0,18,-5,7
CCOc1ccc(Nc2nc(NCCN3CCOCC3)nc(OC)n2)cc1,7,-1,-4,17,4,-6,-3,9
COC(=O)c1ccc(C)c(NC(=O)C2CC(=O)N(C3CCCC(C)C3C)C2)c1 (stereo unspecified),·,-2,1,-11,0,4,9,4
COc1ccc(NC(=O)c2ccco2)c([N+](=O)[O-])c1,-59,6,-3,-3,-6,-38,-17,2
O=C(NC1CCCC1)c1ccc2c(c1)S(=O)(=O)c1ccccc1C2=O,14,12,-2,-23,-15,-36,6,-2
CC1CCN(C(=O)CSc2nnc(Cc3cc(=O)[nH]c(=O)[nH]3)n2-c2ccc(Cl)cc2)CC1,-5,1,6,1,3,28,0,-1
Cc1ccc(SCC(=O)NCCc2ccccc2)cc1,0,-3,0,24,-5,11,5,-2
COc1cc(NC(=S)NCCC(c2ccccc2)c2ccccc2)cc(OC)c1,-3,-2,-1,-1,5,14,10,22
Cc1ccc(C(C2=C(O)CC(C)(C)CC2=O)C2C(=O)CC(C)(C)CC2=O)s1 (stereo unspecified),0,0,8,-4,-2,-2,-11,-14
COn1c2c(c3c4no[n+]([O-])c4ccc31)CCCC2,3,-2,3,10,-4,11,6,2
O=C(CSc1nnnn1-c1ccccc1)NC(=O)NCc1ccco1,-4,-9,-1,-11,0,15,2,-6
O=C(COC(=O)C1=COCCO1)Nc1ccccc1Oc1ccccc1,8,-3,-5,-4,6,18,7,6
Cc1ccc(S(=O)(=O)N(CC(=O)N=Nc2c(O)[nH]c3ccccc23)c2ccc(C)c(C)c2)cc1,3,·,-1,7,3,·,·,6
Cc1cnc(N)c2c(=O)oc3ccccc3c12,-3,-3,-13,3,-6,9,24,23
CCN(CC)S(=O)(=O)c1ccc(N2CCOCC2)c(NC(=O)c2cc(C)cc(C)c2)c1,9,-1,-7,2,-2,-12,-9,8
Cc1ccc(-c2nc(COC(=O)C3=NN(c4ccccc4)C(=O)CC3)cs2)cc1,-7,-3,-4,14,-11,12,4,8
Cc1nc(NC(=O)CSc2nc3ccccc3s2)sc1C(=O)N(C)C,-4,-1,2,-2,-4,-34,4,11
Oc1ccc(Oc2ccc3c(C(F)(F)F)cc(C(F)(F)F)nc3n2)cc1,8,15,-17,-53,-14,-19,7,-19
O=C(CNC(c1ccccc1)c1ccccc1)Nc1cc([N+](=O)[O-])ccc1Cl,12,0,-6,19,14,-1,6,17
O=c1c2ccccc2nc(SCc2nc(-c3ccccc3)no2)n1-c1ccc(F)cc1,6,-3,9,15,34,1,-100,12
COc1cc(C(=O)NCC(=O)N/N=C/c2cccnc2)cc(OC)c1OC,-15,0,-9,-9,0,3,4,4
CC1CCN(C(C)C(=O)Nc2cc(S(=O)(=O)N3CCCCC3)ccc2Cl)CC1 (stereo unspecified),29,-5,-3,-3,-2,16,-22,19
CC(C)C(=O)Nc1ccccc1-c1nc2ccccc2[nH]c1=O,0,-3,-1,-13,17,6,-3,11
Cc1cccc(C)c1OCc1nnc(SCC(=O)NCc2ccccc2)o1,1,-1,4,-1,6,-3,21,7
O=C(OC(C(=O)NCc1cccs1)c1ccccc1Cl)c1ccco1 (stereo unspecified),5,0,-15,13,5,-1,7,-12
CC(C)c1ccc(NC(=O)NN2CCOCC2)cc1,-65,-4,-2,-9,1,-4,12,-1
O=C1NC(=O)/C(=C/c2cc3c(cc2Br)OCO3)S1,17,·,2,11,7,·,·,12
c1ccc2c(C[n+]3csc4ccccc43)cccc2c1,6,2,-12,20,-15,-11,-1,15
COCCN(C(=O)CSCC(=O)Nc1cccc(C)c1)c1c(N)n(Cc2ccccc2)c(=O)[nH]c1=O,-10,13,-4,-8,2,6,2,-14
Nc1c2c(nc3sc4c(c13)CCCCC4)CCCCC2,-90,-1,1,12,6,1,11,11

# Part of the list above, limited to Gli-Sufu block and APJ antagonist:
mol | Gli-Sufu block | APJ antagonist
CC1CCN(C(C)C(=O)Nc2cc(S(=O)(=O)N3CCCCC3)ccc2Cl)CC1 (stereo unspecified) | 29 | 16
CC(C)C(=O)Nc1ccccc1-c1nc2ccccc2[nH]c1=O | 0 | 6
Cc1cccc(C)c1OCc1nnc(SCC(=O)NCc2ccccc2)o1 | 1 | -3
O=C(OC(C(=O)NCc1cccs1)c1ccccc1Cl)c1ccco1 (stereo unspecified) | 5 | -1
CC(C)c1ccc(NC(=O)NN2CCOCC2)cc1 | -65 | -4
O=C1NC(=O)/C(=C/c2cc3c(cc2Br)OCO3)S1 | 17 | ·
c1ccc2c(C[n+]3csc4ccccc43)cccc2c1 | 6 | -11

# (cont.)
SMILES,Gli-Sufu block,APJ agonist,ATG4B inh,EBI2 antag,CXCR6 block,APJ antagonist,UBC13 inh,CCR6 antagonist
O=C(NC1CCCC1)c1ccc(CSc2nc3ccncc3n2Cc2ccc(F)cc2)cc1,0,1,0,-4,5,14,7,13
CC(=O)c1cccc(N2C(=NC(=O)C3CCCCC3)SC3CS(=O)(=O)CC32)c1 (stereo unspecified),-8,-3,-7,-6,1,1,-1,-4
COc1ccc(N2CCN(C(=O)CCC(=O)N3Cc4ccccc4Oc4ncccc43)CC2)cc1,15,-4,2,-15,2,12,-8,8
COc1ccc(NC(=O)CS(=O)CC(=O)Nc2ccc(NC(C)=O)cc2)cc1 (stereo unspecified),-3,1,-5,-11,8,4,-8,5
CCc1nc(N2CCCCC2C)c2oc3ccccc3c2n1 (stereo unspecified),2,-3,45*,34,-4,12,12,8
CCC(CC)C(=O)c1c[nH]c(C(=O)NCCCN2CCOCC2)c1,12,-3,-9,-4,-9,10,-6,9
CCOC(=O)c1ccc2c(c1)nc(SC/C(O)=C(\C#N)c1nc3ccccc3[nH]1)n2CC,3,-3,-1,6,4,-6,-11,5
CCOCCCNC(=O)C(NC(=O)CNC(=O)c1ccccc1)c1ccccc1 (stereo unspecified),3,-4,-8,-2,-5,-5,-9,9
COc1ccc(NC(=O)N(C)C[C@H]2Oc3ccc(NS(=O)(=O)c4ccc(OC)cc4)cc3C(=O)N([C@H](C)CO)C[C@@H]2C)cc1,-6,-3,-10,6,3,2,8,0
Cc1ccnc(NC(=O)C2CCCN(S(=O)(=O)c3cnc[nH]3)C2)c1 (stereo unspecified),0,-3,-9,-6,-3,-1,6,-3
COc1cccc(-c2nc(-c3cccs3)no2)c1,-64,-7,31,15,-5,3,14,16
COCCN(Cc1cc2ccc(C)cc2n2nnnc12)Cc1nnnn1C(C)(C)C,1,-5,-4,-3,-8,-1,-12,-9
COc1ccc(-c2noc(CN(C)CCC3CCCCO3)n2)cc1 (stereo unspecified),-18,-3,-5,-4,4,-1,1,8
O=c1c2ccccc2n2cnnc2n1-c1ccccc1,-1,-3,0,0,-21,13,4,-1
Cc1ccc(CNC(=O)C2CCCN(S(=O)(=O)N3CCC(C)CC3)C2)cc1 (stereo unspecified),-9,4,-1,2,1,-1,7,-7
CC1CN(S(=O)(=O)c2ccccc2)C(C)N1C(=O)N1CCOCC1 (stereo unspecified),26,-3,4,2,3,8,2,-1
CCC1(C(=O)OC)NC(c2ccco2)C2C(=O)N(c3ccc(F)cc3)C(=O)C21 (stereo unspecified),8,-2,-2,6,-4,2,-3,-3
COc1ccc(Cl)cc1C(=O)NCCCn1ccnc1,1,0,0,-3,-4,-2,-6,10
O=C(CCl)NC(Cc1ccccc1)c1ccccc1 (stereo unspecified),-3,-4,-2,-7,2,-1,11,12
CCOc1ccc(CCNC(=O)COC(=O)c2cc(OC)cc(OC)c2)cc1OCC,-2,-5,-5,6,-1,-13,11,2
O=c1c2[nH]c3cccc(Cl)c3c2ncn1CCN1CCCCC1,8,-4,-3,-2,-4,-18,9,19
COc1ccccc1C(=O)Nc1ccc(N2CCN(Cc3ccccc3)CC2)cc1,-3,-4,4,3,3,13,20,13
COc1ccc(CNC(=O)c2ccc(Cn3cc(Br)cn3)o2)cc1,·,0,-1,5,1,6,4,10
COc1ccc(N2CCN(C(=O)CCc3ccc(S(=O)(=O)NC(C)(C)C)cc3)CC2)cc1,11,-6,-10,-1,-14,-4,-1,-4
COc1cc(/C=C/c2ccc3cccc(O)c3n2)cc(Cl)c1OC,-27,-9,3,9,5,13,-38,23
O=C(c1ccc2ncsc2c1)N1CCN(c2cccc(C(F)(F)F)c2)CC1,-12,8,-2,54*,-1,14,-3,-2
Cc1csc(NC(=O)CSc2ccc3nnc(CCNS(=O)(=O)c4ccccc4)n3n2)n1,-9,0,-6,3,-1,5,-11,-11
O=C(COC(=O)Cc1cccs1)Nc1cccc(S(=O)(=O)N2CCOCC2)c1,-18,-3,0,-12,5,7,-9,8
COc1ccc(NC(=O)CC2Oc3ccccc3NC2=O)cc1 (stereo unspecified),2,1,-5,-7,0,-4,2,-1
CCC1CCCCN1S(=O)(=O)c1ccc(C(=O)Nc2nnc(C3CC3)o2)cc1 (stereo unspecified),-4,-6,-7,-1,5,6,-7,0
Cc1ccc(C)c(N2CCN(C(=O)C3CCCN(S(=O)(=O)c4cnc[nH]4)C3)CC2)c1 (stereo unspecified),3,1,-10,-10,-4,3,7,6
Cc1ccccc1Cn1c2ccccc2c2cn[nH]c(=O)c21,12,1,-17,-2,0,17,-4,1

# 3 entries already listed, ordered by heavy-atom count, low to high:
SMILES,Gli-Sufu block,APJ agonist,ATG4B inh,EBI2 antag,CXCR6 block,APJ antagonist,UBC13 inh,CCR6 antagonist
Cc1ccccc1Cn1c2ccccc2c2cn[nH]c(=O)c21,12,1,-17,-2,0,17,-4,1
O=C(COC(=O)Cc1cccs1)Nc1cccc(S(=O)(=O)N2CCOCC2)c1,-18,-3,0,-12,5,7,-9,8
COc1ccccc1C(=O)Nc1ccc(N2CCN(Cc3ccccc3)CC2)cc1,-3,-4,4,3,3,13,20,13
